High-throughput results (PubChem)
Vif-APOBEC3G blk: qHTS for Inhibitors of Vif-A3G Interactions: qHTS. DNA dC->dU-editing enzyme APOBEC-3G (Homo sapiens), Q9HC16. AID 602310, 2012. Potency, µM (top dose mostly 46.1 µM), inactives show at the top dose activity, negative = active, most hits filed as inhibitors. HeLa A3G-eYFP + Vif (tagged APOBEC3G with the HIV-1 protein that degrades it), YFP fluorescence, overnight. 410,000 compounds, 0.076% hits;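 also: nearly all actives have a fitted effect of over 60% in size; hits raise eYFP signal because A3G escapes Vif-driven loss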
Target sequence (Q9HC16 whole entry, looked up): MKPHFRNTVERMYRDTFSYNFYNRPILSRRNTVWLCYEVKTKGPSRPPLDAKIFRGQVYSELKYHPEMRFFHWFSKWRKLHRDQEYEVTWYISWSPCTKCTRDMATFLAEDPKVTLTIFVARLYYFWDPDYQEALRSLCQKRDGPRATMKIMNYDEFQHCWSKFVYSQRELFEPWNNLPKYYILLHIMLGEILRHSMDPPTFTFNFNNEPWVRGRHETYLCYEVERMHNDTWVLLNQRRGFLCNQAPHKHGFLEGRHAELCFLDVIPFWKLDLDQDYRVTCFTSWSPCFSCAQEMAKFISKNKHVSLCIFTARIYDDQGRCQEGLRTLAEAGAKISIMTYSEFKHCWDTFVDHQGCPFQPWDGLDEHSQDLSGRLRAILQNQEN
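HeLa cells stably expressing Vif and C-terminally eYFP-tagged A3G, seeded overnight at 37 deg C, then exposed to compound by pintool overnight at 37 deg C. Rise in yellow fluorescence (Ex 488/Em 500-530, Acumen) marks blocked Vif-driven A3G degradation.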
TrxR1 inh: qHTS Assay for Inhibitors of Mammalian Selenoprotein Thioredoxin Reductase 1 (TrxR1): qHTS; recombinant rTrxR1, NADPH fluorescence consumption, selenite substrate; Potency, µM (doses to about 114 µM), without a hit: top-dose activity change, negative = inhibition, hits mostly inhibitors; Thioredoxin reductase 1, cytoplasmic (Rattus norvegicus), O89049; 390,000 compounds, 1% hits; also: nearly all actives have a fitted effect of over 65% in size
Target sequence (O89049 whole entry, looked up): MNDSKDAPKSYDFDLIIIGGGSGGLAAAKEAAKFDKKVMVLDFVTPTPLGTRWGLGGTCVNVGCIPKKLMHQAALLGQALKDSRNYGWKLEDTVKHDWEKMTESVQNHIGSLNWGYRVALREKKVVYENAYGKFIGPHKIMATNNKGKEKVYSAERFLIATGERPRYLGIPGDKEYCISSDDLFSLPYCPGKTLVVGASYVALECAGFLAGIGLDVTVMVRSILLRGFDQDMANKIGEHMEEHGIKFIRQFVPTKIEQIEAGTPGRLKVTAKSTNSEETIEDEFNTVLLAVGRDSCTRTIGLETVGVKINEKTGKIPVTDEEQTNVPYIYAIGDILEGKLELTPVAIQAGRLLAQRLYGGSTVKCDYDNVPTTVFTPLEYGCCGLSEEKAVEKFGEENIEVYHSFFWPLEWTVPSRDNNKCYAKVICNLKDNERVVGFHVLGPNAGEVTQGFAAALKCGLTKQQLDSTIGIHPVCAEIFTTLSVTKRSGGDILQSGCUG
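Rat TrxR1 (90 nM in the dispensed reagent) was pre-reduced with 400 uM NADPH for 5 min at room temperature, then incubated with compound for 15 min. After 400 uM selenite was added, NADPH fluorescence (Ex 340/Em 450 nm) was followed for 8 min.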
TrxR1 substrate: qHTS Assay for Substrates of Mammalian Selenoprotein Thioredoxin Reductase 1 (TrxR1): qHTS; Thioredoxin reductase 1, cytoplasmic (Rattus norvegicus), O89049; purified TrxR1 substrate turnover, NADPH consumption readout; Potency, µM (series often up to 114 µM), without a hit: at the top dose activity change, negative = substrate turnover; 390,000 compounds, 0.01% hits; also: nearly all actives have a fitted effect of over 50% in size
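Rat TrxR1, dispensed at 90 nM, was prereduced with 400 uM NADPH (final) for 5 min at ~22 deg C, then incubated with compound 15 min before 400 uM selenite. A first-read NADPH fluorescence drop versus no-compound background flagged substrates.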
Numbers without * were called inactive; ? = inconclusive; / = not tested or not shown; [ ] = dose if it differs, or a comment. Calls follow the shape of the dose curve; as a rule, active = well fitted curve in the direction sought with a large enough effect; inconclusive = small, poorly fitted or top-dose-only effect, or another doubt; inactive = no such curve, though single readings can be large; an effect the other way counts as inactive or inconclusive. % is scaled to controls: 0 for no effect and ±100 for the full control effect; potency is read from the fitted curve at half-maximal effect.

SMILES	Vif-APOBEC3G blk	TrxR1 inh	TrxR1 substrate
O=[N+]([O-])c1ccc(Nc2nc(NCCN3CCOCC3)nc(Nc3ccc(I)cc3)n2)cc1	-6%	-9%	-4%[0.0914 µM]
CCCCCCCCN1[C@@H](CC(=O)OC)c2ccc(/C=C/C(=O)OC)cc2S1(=O)=O	-2%	16%	-5%
CN(C)c1ccc(/C=C/c2ccnc3ccccc23)cc1Cl	?	3%	-1%
O=S1(=O)CCO[C@H]2CCCC[C@@H]2N1Cc1ccc(Cl)cc1	0%	-10%	-6%
C=COC(=O)N1CCN(/[N+]([O-])=N/Oc2ccc([N+](=O)[O-])cc2[N+](=O)[O-])CC1	-11%	10µM*	11%[0.457 µM]
CCN(N=O)c1ccc(/C=C2\C=Cc3ccccc32)cc1	-9%	-35%	-1%
C[n+]1ccc(/C=C/c2cc[n+](C)c3ccccc23)c2ccccc21	13µM*	-27%	6%
Cc1cccc(OCC(=O)Nc2cc(-c3nc4cc(Cl)ccc4o3)ccc2C)c1	-1%	13%	5%
CC(C)C[C@@H](CN=[N+]=[N-])N1CCN(CCc2ccccc2)CCC1=O	2%	1%	2%
C[C@@H]1[C@H](c2ccccc2)OCCS(=O)(=O)N1Cc1cccc(Cl)c1	1%	6%	-3%
CCCCCCC[n+]1ccc(/C=C/c2c(C)[nH]c3ccccc23)cc1	8%	-20%	-14%
COc1ccccc1NC(C)C(=O)c1c[nH]c2ccccc12 (configuration not stated)	-2%	-1%	-5%

Some entries already given, reduced to Vif-APOBEC3G blk and TrxR1 substrate:
| compound | Vif-APOBEC3G blk | TrxR1 substrate |
| --- | --- | --- |
| Cc1cccc(OCC(=O)Nc2cc(-c3nc4cc(Cl)ccc4o3)ccc2C)c1 | -1% | 5% |
| CC(C)C[C@@H](CN=[N+]=[N-])N1CCN(CCc2ccccc2)CCC1=O | 2% | 2% |
| C[C@@H]1[C@H](c2ccccc2)OCCS(=O)(=O)N1Cc1cccc(Cl)c1 | 1% | -3% |
| CCCCCCC[n+]1ccc(/C=C/c2c(C)[nH]c3ccccc23)cc1 | 8% | -14% |
| COc1ccccc1NC(C)C(=O)c1c[nH]c2ccccc12 (configuration not stated) | -2% | -5% |

Additional compounds.
SMILES	Vif-APOBEC3G blk	TrxR1 inh	TrxR1 substrate
O=C(COC(=O)c1ccccc1OCCOc1ccccc1)Nc1cccc(Br)c1	0%	10%	5%
CCN(CC)/[N+]([O-])=N/OCOC(=O)c1ccccc1OC(C)=O	0%	14%	3%
c1cc2c3c(c1)CCC[N+]3(C1CCCCC1)CCC2	6%	-17%	6%
O=C1COc2ccc(-c3csc(-c4ccc(Cl)cc4)n3)cc2N1	0%	5%	2%
CN(C)c1ccc(N=Cc2cccc3ccccc23)cc1	-13%	?	-11%
Cc1cc(N(C)C)ccc1/C=C/c1ccnc2ccccc12	-1%	-2%	1%
COc1cc2c(NC3CCN(C)CC3)nc(N3CCCN(C)CC3)nc2cc1OCCCCN	6%	-18%	53%[activator]
CCN(Cc1cccc(S(=O)(=O)O)c1)c1ccc(C(=C2C=CC(=[N+](CC)Cc3cccc(S(=O)(=O)O)c3)C=C2)c2ccc(O)cc2S(=O)(=O)O)cc1	7%	37%[0.0914 µM]	-18%
COc1ccc(CN2CC[C@H]3C=CC[C@@H](C(=O)N4CCN(c5ccccc5)CC4)[C@H]3C2=O)cc1OC	-2%	-1%	2%
C(=Nc1cnc2ccccc2c1)c1ccncc1	0%	0%	130%[activator]
CCN(CC)c1ccc(/C=C/C2=C3C=CC=CC3NC=C2)cc1 (configuration not stated)	?	12%	-3%
CN(C)c1ccc(/C=C/c2ccnc3c2ccc2c(/C=C/c4ccc(N(C)C)cc4)ccnc23)cc1	1%	40%[activator]	7%
O=C(C[n+]1cccc2cccc(O)c21)c1ccc(Br)cc1	1%	21%	1%
c1ccc2c(C(c3c[nH]c4ccccc34)c3c[nH]c4ccccc34)c[nH]c2c1	-7%	5%	-1%
CC(C)(C)n1ncc2c(=O)n(Cc3ccccc3CS(=O)(=O)c3ccccc3)cnc21	0%	7%	-7%
CC(C)=CNNC(=O)c1ccc(O)cc1	-2%	14%	1%
O=C(C[n+]1ccncc1Cl)c1ccc(F)cc1	-7%	?	-2%
CC(CCC(C)[n+]1cccc(Br)c1)[n+]1cccc(Br)c1 (configuration not stated)	1%	-5%	7%
COc1cc(/C=C2\C=Cc3ccccc32)cc(OC)c1OC	-6%	-8%	-3%
CCN(CC)c1cc(C)c(/C=C/c2ccnc3ccccc23)cc1C	?	4%	-8%
Cc1ccc2nc(-c3ccc(C)c(NC(=O)COc4ccc(Br)cc4)c3)oc2c1	-2%	13%	1%
Cc1ccnc2c(O)cccc12	-9%	8%	5%
CN(C)c1ccc(/C=C/c2nccc3ccccc23)cc1	11µM*	13%	10%[0.0914 µM]
CCOC(=O)N1CCN(/[N+]([O-])=N/OCOC)CC1	1%	15%	4%
Cc1ccc(NC(=O)c2nc(S(=O)(=O)Cc3ccccc3F)ncc2Cl)cc1	-10%	2.8µM*	9%
O=[N+]([O-])c1ccc(O/N=[N+](\[O-])N2CCN(c3ncccn3)CC2)c([N+](=O)[O-])c1	-20%	14µM*	10%[0.457 µM]
O=C(C[n+]1cccc(Cl)c1)c1ccc(O)c(O)c1	-1%	-7%	-10%
O=C(C[n+]1cccc2ccccc21)c1ccc(F)cc1	-4%	7%	17%
CCc1ccc(NC(=O)CSc2nnc(-c3ccccc3)n2C)cc1	0%	10%	4%
CCCCN1CC[C@H]2C=CC[C@@H](C(=O)NCc3cccnc3)[C@H]2C1=O	-4%	12%	9%
CC(C)(C)CC(C)(C)N=C1Nc2ccccc2N[C@]12C[C@H]1CCCC(=O)N3CC[C@@H](C2)[C@@H]13	-1%	1%	-8%
O=c1[nH]c2c(-c3nc(-c4ccc(Cl)cc4)cs3)c(O)cn2c2ccccc12	-2%	24%[0.0914 µM]	-5%
Cc1nc([N+](=O)[O-])cn1CC(=O)c1ccc2c(c1)OCCCO2	-2%	7%	2%
O=C(C[n+]1ccccc1Cl)c1ccc2c(c1)CCCC2	1%	-17%	0%
CNc1ccc(/C=C2\C=Cc3ccccc32)cc1	-21%	-24%	-5%
Cc1cc(C=O)cc(C)c1[N+](=O)[O-]	1%	-6%	3%

Not a retest: entries from further up.
SMILES	Vif-APOBEC3G blk	TrxR1 inh	TrxR1 substrate
O=c1[nH]c2c(-c3nc(-c4ccc(Cl)cc4)cs3)c(O)cn2c2ccccc12	-2%	24%[0.0914 µM]	-5%
Cc1nc([N+](=O)[O-])cn1CC(=O)c1ccc2c(c1)OCCCO2	-2%	7%	2%
O=C(C[n+]1ccccc1Cl)c1ccc2c(c1)CCCC2	1%	-17%	0%
CNc1ccc(/C=C2\C=Cc3ccccc32)cc1	-21%	-24%	-5%
Cc1cc(C=O)cc(C)c1[N+](=O)[O-]	1%	-6%	3%

Remaining list, next part:
SMILES	Vif-APOBEC3G blk	TrxR1 inh	TrxR1 substrate
CCc1c(C)c2ccccc2[nH]c1=O	-8%	22%	8%
COC(=O)[C@H](CC(C)C)NS(=O)(=O)NC(=O)OC(C)(C)C	-1%	10%	7%
Cc1cc2nccc(/C=C/c3ccc(N(C)C)cc3)c2cc1C	-17%	-14%	-11%
O=C(Nc1nccs1)[C@@H]1CC=C[C@@H]2CCN(C3CC3)C(=O)[C@@H]21	-1%	7%	-6%
O=C(C[n+]1cccc2cccc(O)c21)c1ccc(F)cc1	-5%	-9%	1%
O=C(C[n+]1ccnc2ccccc21)c1ccc(Cl)cc1	-3%	25%	6%
O=c1[nH]/c(=C/c2ccc3c(c2)OCO3)c(=O)[nH]/c1=C\c1ccc2c(c1)OCO2	5%	22%[0.0914 µM]	-4%
Cc1ccnc2ccc3ccccc3c12	4%	89µM*	456%[activator]
CC(=O)N1CCN(/[N+]([O-])=N/Oc2ccc([N+](=O)[O-])cc2[N+](=O)[O-])CC1	-12%	10µM*	-4%
CC(C)(C)n1ncc2c(=O)n(Cc3ccc([S+](=O)([O-])N4CCOCC4)cc3)cnc21	0%	-10%	-3%
O=c1[nH]/c(=C/c2ccc3c(c2)OCO3)c(=O)[nH]/c1=C/c1ccc2c(c1)OCO2	4%	20%	4%
Cc1sc2ccccc2[n+]1C	5%	68%[activator]	5%
COc1cc2c(NC3CCN(C)CC3)nc(N3CCCN(C)CC3)nc2cc1OCCOCCN1CCCC1	2%	-23%	49%[activator]
CN(C)c1ccc(/C=C/c2ccccn2)cc1	?	?	?
O=C1CCC[C@@H]2C[C@@]3(C[C@@H]4CCN1[C@H]24)Nc1ccccc1NC3=NC1CCCCC1	4%	10%	-3%
Cc1ccc(SC[C@H](Cc2ccccc2)N2CC[C@@H](C(C)(C)C)CCC2=O)cc1	2%	35%[activator]	1%
COc1cc(N)c(NC(=O)/C=C/c2nc3cc(OC)c(OC)cc3[nH]2)cc1OC	-2%	-89%	/
C(=C\c1c[nH]c2ccccc12)/c1cc[n+](C2CCCCC2)cc1	-4%	-16%	0%
CN(C)c1ccc(/C=c2\[nH]c(=O)/c(=C\c3ccc(N(C)C)cc3)[nH]c2=O)cc1	-1%	17%[57.1 µM]	5%[57.1 µM]
C=CC[n+]1cccc2cccc(O)c21	-8%	14%	0%
COc1cc(OC)c(/C=C/c2ccncn2)c(OC)c1	0%	-1%	-4%
CCN1C(=NCc2cccc(Cl)c2)N[C@@H](c2cccc(C(F)(F)F)c2)C(C(=O)OC)=C1C	-8%	13%	-5%
O=C(NCc1cccnc1)[C@@H]1CC=C[C@@H]2CCN(C3CCCCC3)C(=O)[C@@H]21	-4%	11%	5%
COc1cc(OC)c(/C=C/c2cc[n+](C)c3ccccc23)c(OC)c1	2%	-4%	-10%
CCCCCCC[n+]1ccc(/C=C/c2c[nH]c3ccccc23)cc1	8%	-24%	-17%
CNc1ccc(/C=C2\C=Cc3ccccc32)cc1I	?	-8%	-8%
Nc1ccc(C(Cc2ccnc3ccccc23)Cc2ccnc3ccccc23)cc1	-4%	11%	-5%
Nc1ccc(-c2cc3ccccc3[nH]2)cc1	-6%	109%[activator]	119%[activator]
COc1cc(OC)c(/C=C/c2ccc3ccccc3[n+]2[O-])c(OC)c1	-1%	1%	-1%
COc1ccc[n+](CC(=O)c2ccc(F)cc2)c1	-1%	14%	-2%
COc1cccc2c1C(=O)/C(=C\c1ccc(N(C)C)cc1)C2	?	7%	-4%
O=C(COc1ccccc1C(=O)Nc1ccccc1)Nc1ccccc1-c1ccccc1	0%	20%	5%
CCCCC(CCCC)c1ccc(C=Nc2ccc(/C=C/c3ccnc4ccccc34)cc2)cc1	-7%	-18%	-10%
O=C(Nc1ccc(Cl)cn1)c1cnn2c1NC(=C1CC1)C=C2C(F)F	3%	-6%	6%
COc1ccc(OC)c2c(/C=C/c3c[nH]c4ccccc34)ccnc12	-8%	0%	2%
CN(C)c1cc2c3ccccc3ccc2c2ccccc12	-3%	37%[activator]	131%[activator]
O=C(C[N+]1(CCO)CCOCC1)c1cccs1	-1%	-7%	-2%
Clc1ccc(Nc2nc(Nc3ccc(Cl)cc3)nc(N3CCOCC3)n2)cc1	2%	15%	10%[0.0914 µM]
C[N+]1(CC(=O)c2ccc(F)cc2)CCc2ccccc2C1 (configuration not stated)	2%	?	8%
CN(C)c1ccc(C=Nc2cncc3ccccc23)cc1	0%	18%	20%
Brc1ccc(C2C=Cc3ccccc32)cc1 (configuration not stated)	-2%	?	-3%
CCOc1ccc(/C=C/c2ccc3ccccc3[n+]2C)cc1OCC	?	?	-12%
C[n+]1ccnc2cc(Cl)ccc21	?	?	-15%
CN(Cc1ccccc1)/[N+]([O-])=N/Oc1ccc([N+](=O)[O-])cc1[N+](=O)[O-]	-22%	2.8µM*	-4%
O=CC(=O)c1ccc(Br)cc1	-6%	14%	6%
Cc1ccc2c(/C=C/c3ccc(N(C)C)cc3)ccnc2c1	?	-7%	-11%
CCCCOc1ccc(CC(=O)NOC)cc1	1%	12%	7%[0.0914 µM]
Clc1ccc2nccnc2c1	?	?	16%
Nc1nc(N)c(N=O)c(N)n1	0%	-5%	-7%
O=[N+]([O-])c1cccc2[nH]cnc12	0%	-1%	-6%
COc1cc2c(NC3CCN(C(C)C)CC3)nc(N3CCCN(C)CC3)nc2cc1OCCCN(C)C	-5%	?	72%[activator]

Full records as entered above. Order of screens: Vif-APOBEC3G blk, TrxR1 inh, TrxR1 substrate
Profile of Clc1ccc(Nc2nc(Nc3ccc(Cl)cc3)nc(N3CCOCC3)n2)cc1 = 2%, 15%, 10%[0.0914 µM]
Profile of O=CC(=O)c1ccc(Br)cc1 = -6%, 14%, 6%
Profile of Clc1ccc2nccnc2c1 = ?, ?, 16%

A portion of the library. The share of hits here may be higher or lower than overall.
